Source: PubChem BioAssay
RAD54 inh = inhibitors of human RAD54 branch migration | 360,000 tested, 0.14% active | RAD54 Holliday junction branch migration, FAM/BHQ fluorescence | Q92698 | inhibition, % at 10.4 µM | AID 602329;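 active means mean normalized replicate activity at least 40 and at least half of replicates scoring 40 or more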;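 further: 0% = median of neutral control wells and 100% = median of positive control wells; inhibitors cause a drop in the FAM fluorescence signal; in these data hits start at about 50%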
PglD DTNB = inhibitors of Campylobacter jejuni PglD acetyltransferase; purified PglD enzyme, DTNB colorimetric CoA detection; inhibition, % at 12.5 µM; 360,000 tested, 0.098% active; AID 602405; in the data active means inhibition above about 16%, passing the limit was not always enough; further: strong numbers were not always called active
ERAP1 inh = ERAP1 (human) enzyme inhibition; 340,000 tested, 0.15% active; AID 652197; inhibition, % at 10.7 µM; Q9NZ08; recombinant ERAP1, Leu-AMC fluorescence, 60 min;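 active means mean replicate inhibition of at least 30%, or all replicates individually reaching that 30% level; inactive means mean below 30% and not every replicate reaching it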;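 further: 0% = neutral control wells and 100% = L-leucinethiol positive control wells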
Target sequence (Q9NZ08 whole entry, looked up): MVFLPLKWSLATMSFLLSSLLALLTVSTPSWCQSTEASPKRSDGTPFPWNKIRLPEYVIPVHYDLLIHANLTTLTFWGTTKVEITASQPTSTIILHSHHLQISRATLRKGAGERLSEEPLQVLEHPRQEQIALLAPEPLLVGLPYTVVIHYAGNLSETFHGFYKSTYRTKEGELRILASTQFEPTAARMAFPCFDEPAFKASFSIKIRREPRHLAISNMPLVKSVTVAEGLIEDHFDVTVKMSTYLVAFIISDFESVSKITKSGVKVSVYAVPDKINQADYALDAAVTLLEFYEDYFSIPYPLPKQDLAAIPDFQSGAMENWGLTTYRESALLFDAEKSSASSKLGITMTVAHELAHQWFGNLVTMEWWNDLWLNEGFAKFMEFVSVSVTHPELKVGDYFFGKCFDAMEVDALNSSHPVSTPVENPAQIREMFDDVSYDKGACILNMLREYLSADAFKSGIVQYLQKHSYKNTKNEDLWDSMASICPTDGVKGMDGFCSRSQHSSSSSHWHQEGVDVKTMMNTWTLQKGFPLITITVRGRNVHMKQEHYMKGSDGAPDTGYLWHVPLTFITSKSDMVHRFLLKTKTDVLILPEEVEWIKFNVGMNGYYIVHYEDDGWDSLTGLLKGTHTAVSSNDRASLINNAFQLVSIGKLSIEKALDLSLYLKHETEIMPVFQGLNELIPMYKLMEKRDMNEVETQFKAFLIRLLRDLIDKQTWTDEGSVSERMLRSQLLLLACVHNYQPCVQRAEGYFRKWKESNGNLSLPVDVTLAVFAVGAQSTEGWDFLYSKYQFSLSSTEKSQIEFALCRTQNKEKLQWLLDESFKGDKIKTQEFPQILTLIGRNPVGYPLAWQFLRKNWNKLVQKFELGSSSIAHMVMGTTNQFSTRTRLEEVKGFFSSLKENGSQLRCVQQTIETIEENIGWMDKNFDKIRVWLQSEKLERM
miR122 inh = inhibitors of miR-122 in Huh7 cells. Huh7 miR-122 Renilla luciferase sensor, 48 h; neutral wells = 0, positive control = 100. activation (reporter increase), % at 12.5 µM. 340,000 tested, 0.3% active. AID 602342;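 active means mean replicate activation score at least 90 and every replicate individually at or above 90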;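 further: higher luciferase means less miR-122 activity so hits act as miR-122 inhibitors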
Cneo AK release = causes C. neoformans cell lysis | adenylate kinase release luminescence, 4 h; normalised: neutral wells 0, clomiphene wells 100 | 360,000 tested, 0.2% active | lysis activity, % at 15 µM;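 active means mean lysis activity across replicates of at least 80%, whatever share of replicates individually reach that level; inactive means mean lysis activity below 80%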
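Assay system: C. neoformans cells. Amount: yeast cell density of 5 × 10^6 cells/mL. Technique: AK luminescence. Buffer or medium: YPD. Times: static 4 h at 37 °C with compound, 1 h detection. Dosing: single-point compound dose. Read-out: lysis from increased AK signal.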
E-sel inducer = induces E-selectin expression in human endothelial cells. P16581. HUVEC E-selectin immunofluorescence imaging; normalized: neutral wells 0, TNF-alpha wells 100. activation, % at 7.58 µM. 260,000 tested, 0.37% active;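 active means mean E-selectin-positive cell signal at least 10% of the positive control, reached in at least 60% of replicates, without over 20% cell loss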;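 further: in these data hits start at about 27%; measured in HUVEC primary endothelial cells; signal is the percent of cells scored E-selectin positive by PE staining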
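Test system – human umbilical vein endothelial cells (HUVEC), E-selectin induction · Input – 3,000 HUVEC seeded per well · Buffer or medium – EGM-2, gelatin · Compound dosing – single-point compound dose · Detection – immunofluorescence imaging · Measure – percent E-selectin-positive cells · Controls – TNF-alpha high, DMSO low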
RAD52 inh = inhibitors of human RAD52 DNA annealing; P43351; recombinant RAD52 DNA annealing, FRET fluorescence; inhibition, % at 18.7 µM; 360,000 tested, 0.46% active; AID 651710;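 active means every replicate showing at least 50% inhibition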
PGC1a acetyl inh = lowers PGC1a acetylation signal in U2OS cells | inhibition, % at 15.6 µM | AlphaScreen anti-acetyl-lysine; with virally co-expressed GCN5 acetyltransferase | 350,000 tested, 0.17% active | AID 651687;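 active means every replicate shows inhibition of at least 40%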;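 further: 0% = neutral control wells and 100% = positive control wells; some results beyond the cut were filed as inactive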
* marks the source's active call; other numbers are inactive results; · = no result given; & = joins results of further samples; [ ] = another dose, or the depositor's remark.

Results follow in this order: RAD54 inh	PglD DTNB	ERAP1 inh	miR122 inh	Cneo AK release	E-sel inducer	RAD52 inh	PGC1a acetyl inh
c1cc2c(cc1[C@H]1OCC3C1CO[C@@H]3c1ccc3c(c1)OCO3)OCO2 (some centres not stated)
    -2	-3	2	-5	5	·	-10	-8
COc1cc(OC)cc(-n2nc(C(=O)N3CCC4(CC3)OCCO4)c3ccccc3c2=O)c1
    -3	-4	·	-1	0	·	·	15
N#CC1c2ccccc2-n2nncc2CN1Cc1cc(Cl)cc(Cl)c1 (configuration not stated)
    -16	-2	·	-25	2	0.4	-14	-12
S=P(N1CCCCCC1)(N1CC1)N1CC1
    3	1	-1	-7	4	-0.9	-35	-4
O=P(Nc1ccccc1Cl)(c1ccccc1)c1nc2c(s1)CCCC2 (configuration not stated)
    0	2	·	2	1	·	·	5
CC1CN1P(=O)(Oc1ccccc1)N1CC1C (configuration not stated)
    -8	0	-3	-7	1	-1.2	-79	-6
O=C(Cc1ccc(Br)cc1)N1CCN(Cc2ccccc2)CC1
    -12	-1	·	7	-4	·	·	-20
O=C1NC(=S)NC(=O)C1c1ccccc1
    -5	-1	3	3	2	-0.1	-9	8
C=C[C@H]1CN2CC[C@H]1C[C@@H]2[C@@H](O)c1ccnc2ccccc12
    -7	6	1	2	3	-0.2	-9	-8
CC(=O)Nc1ccc(OCCF)cc1
    ·	·	3	-7	·	6.4	-3	-4

Compound profiles, as listed above:
`c1cc2c(cc1[C@H]1OCC3C1CO[C@@H]3c1ccc3c(c1)OCO3)OCO2` (some centres not stated) reads RAD54 inh: -2; PglD DTNB: -3; ERAP1 inh: 2; miR122 inh: -5; Cneo AK release: 5; E-sel inducer: ·; RAD52 inh: -10; PGC1a acetyl inh: -8
`S=P(N1CCCCCC1)(N1CC1)N1CC1` reads RAD54 inh: 3; PglD DTNB: 1; ERAP1 inh: -1; miR122 inh: -7; Cneo AK release: 4; E-sel inducer: -0.9; RAD52 inh: -35; PGC1a acetyl inh: -4

(next part)
Results follow in this order: RAD54 inh	PglD DTNB	ERAP1 inh	miR122 inh	Cneo AK release	E-sel inducer	RAD52 inh	PGC1a acetyl inh
COc1cc(C(=O)N/N=C/C23CC[C@@H](O)CC2(O)CC[C@@H]2[C@@H]3CCC3(C)C(C4=CC(=O)OC4)CCC23O)ccc1O (some centres not stated)
    ·	·	3	0	·	·	-16	-4
C=C[C@@]12CN(C)[C@H]3[C@H]1[C@@]1(C(=O)Nc4ccccc41)C1CC2[C@@H]3CO1
    4	-4	-1	0	0	1.8	-4	7
CCC(=NCC1CCCO1)c1c(O)n(-c2ccccc2C)c(=O)[nH]c1=O (configuration not stated)
    12	-2	6	-3	3	0.2	-8	20
Brc1ccccc1CNCCc1ccc2c(c1)OCO2
    1	-4	-3	0	0	0.2	-12	-9
C[C@H](CO)N1C[C@H](C)[C@@H](CN(C)C(=O)Oc2ccccc2)OCc2cnnn2CCCC1=O
    5&5	4&0	-1&0	-3	0&0	0.2	-7&2	-5&-9
CC(=NCc1cccnc1)c1c(O)n(-c2ccc(C)cc2)c(=O)[nH]c1=O
    -23	0	·	-13	1	·	·	-4
Cn1cccc1C1CCCN1CC(=O)Nc1ccc(C#N)c(Cl)c1 (configuration not stated)
    -3	3	1	4	-2	-0.1	-51	-5
Cn1cc(C(=O)N2CCCCC2)c2ccccc21
    ·	·	5	-2	·	3.4	-10	-9
O=c1cccc2n1CC1CC2CN(c2ncnc3c2cnn3-c2ccccc2)C1 (configuration not stated)
    4	7	·	-4	-1	·	·	-2
O=C(Cc1ccncc1)N1CCCCN2[C@@H](CO)[C@@H](c3ccc(C#Cc4ccccc4F)cc3)[C@@H]2C1
    -3	-2	·	5[16.7 µM]	5	0.9	·	1
COCCCNC(=O)Cn1cc(/C=C2\C(=O)NC(=O)N(c3ccccc3F)C2=O)c2ccccc21
    -4	-11	·	-1	1	·	·	0
CC12CCC(=O)C=C1CCC1C2C(O)CC2(C)C(O)CCC12 (configuration not stated)
    -9	-3	1	-1	0	-1.0	-8	24
CC(N)Cc1cn(Cc2ccccc2)c2ccccc12 (configuration not stated)
    5	-11	5	-4	5	·	5	-21
CC1(C)C2CC=C(CN3CCOCC3)C1C2 (configuration not stated)
    -1	0	0	-8	0	·	2	-3
Cc1cc(C(=O)Nc2ccccc2)nn1C(C)(C)C
    1	-4	2	-7	-10	0.3	0	-3
CCOC(=O)c1c(C)n(Cc2ccccc2)c2ccc(OCC(O)Cn3nc(C)nc3C)cc12 (configuration not stated)
    -7	-4	4	-5	1	0.0	6	-8
CCOC(=O)c1c(N)n(Cc2ccco2)c2nc3ccccc3nc12
    -25	6	·	-22	-3	·	·	9
O=C(O)C1C2c3ccccc3C(=O)C1(C(=O)O)c1ccccc12 (configuration not stated)
    1	0	2	0	1	-1.2	-37	5
CC12CC[C@H]3[C@@H](CCC4(O)C[C@H](O)CCC34/C=N/NC(=O)Cc3ccccc3)C1(O)CCC2C1=CC(=O)OC1 (some centres not stated)
    8&-3	-2&-3	1	-27	3&0	0.0	1	12
O=C(Cc1ccccc1)N1C[C@H]2[C@@H](c3ccccc31)[C@@H](CO)N2Cc1ccccc1
    -5	-1	·	0[16.7 µM]	-1	-0.6	-6	-9
CC(C)CN1Cc2cc(-c3ccccc3)ccc2-n2nncc2C1
    -5	0	1	-3	1	-0.2	-15	5
C=CCn1c(O)c(/C(CC)=N/NC(=S)Nc2ccccc2)c(=O)[nH]c1=O
    2	3	4	-3	-1	0.2	-12	8
CC(C)(C)c1ccc(CN2C(=O)CN=C(c3ccccc3)c3ccccc32)cc1
    1	-5	·	-2	6	·	·	-22

Eleven consecutive compounds out of the list so far, for reference:
Results follow in this order: RAD54 inh	PglD DTNB	ERAP1 inh	miR122 inh	Cneo AK release	E-sel inducer	RAD52 inh	PGC1a acetyl inh
c1cc2c(cc1[C@H]1OCC3C1CO[C@@H]3c1ccc3c(c1)OCO3)OCO2 (some centres not stated)
    -2	-3	2	-5	5	·	-10	-8
COc1cc(OC)cc(-n2nc(C(=O)N3CCC4(CC3)OCCO4)c3ccccc3c2=O)c1
    -3	-4	·	-1	0	·	·	15
N#CC1c2ccccc2-n2nncc2CN1Cc1cc(Cl)cc(Cl)c1 (configuration not stated)
    -16	-2	·	-25	2	0.4	-14	-12
S=P(N1CCCCCC1)(N1CC1)N1CC1
    3	1	-1	-7	4	-0.9	-35	-4
O=P(Nc1ccccc1Cl)(c1ccccc1)c1nc2c(s1)CCCC2 (configuration not stated)
    0	2	·	2	1	·	·	5
CC1CN1P(=O)(Oc1ccccc1)N1CC1C (configuration not stated)
    -8	0	-3	-7	1	-1.2	-79	-6
O=C(Cc1ccc(Br)cc1)N1CCN(Cc2ccccc2)CC1
    -12	-1	·	7	-4	·	·	-20
O=C1NC(=S)NC(=O)C1c1ccccc1
    -5	-1	3	3	2	-0.1	-9	8
C=C[C@H]1CN2CC[C@H]1C[C@@H]2[C@@H](O)c1ccnc2ccccc12
    -7	6	1	2	3	-0.2	-9	-8
CC(=O)Nc1ccc(OCCF)cc1
    ·	·	3	-7	·	6.4	-3	-4
COc1cc(C(=O)N/N=C/C23CC[C@@H](O)CC2(O)CC[C@@H]2[C@@H]3CCC3(C)C(C4=CC(=O)OC4)CCC23O)ccc1O (some centres not stated)
    ·	·	3	0	·	·	-16	-4

An excerpt. The share of hits here may be higher or lower than overall.
